NPSR antagonist: qHTS Assay for Antagonists of the Neuropeptide S Receptor: cAMP Signal Transduction | Q6W5P4 | CHO-NPSR cells, cAMP TR-FRET, antagonist mode | Potency, µM (series often up to 38.3 µM), without a hit: at the highest dose activity change, negative = inhibition, most hits filed as inhibitors | 220,000 compounds, 1% hits | AID 1461, 2008; also: potency is read from the fitted curve at half-maximal effect; % is scaled to controls: 0 for no effect and ±100 for the full control effect; nearly all actives have a fitted effect of over 50% in size; many of its hits are not listed in these tables
Target sequence (Q6W5P4 whole entry, looked up): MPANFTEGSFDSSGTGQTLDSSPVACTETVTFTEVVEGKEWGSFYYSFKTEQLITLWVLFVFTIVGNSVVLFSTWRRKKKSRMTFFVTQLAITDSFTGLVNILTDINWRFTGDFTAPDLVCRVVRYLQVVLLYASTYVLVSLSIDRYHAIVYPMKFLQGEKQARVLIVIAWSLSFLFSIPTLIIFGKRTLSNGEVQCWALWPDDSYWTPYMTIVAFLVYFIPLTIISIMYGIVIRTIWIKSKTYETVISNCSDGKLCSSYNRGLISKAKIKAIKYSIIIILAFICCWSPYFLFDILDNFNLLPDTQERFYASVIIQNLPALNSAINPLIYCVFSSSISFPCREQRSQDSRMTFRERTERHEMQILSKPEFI
Epigenetic derep: Quantitative High-Throughput Screen for Regulators of Epigenetic Control; murine LDR cells, GFP reporter derepression, 30 h; Potency, µM (top dose mostly 53.9 µM), for the others: at the highest dose GFP activation, hits mostly activators; 280,000 compounds, 0.2% hits; also: potency is read from the fitted curve at half-maximal effect; % of control where 0% means no effect; nearly all actives have a fitted effect of over 60% in size
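Reporter derepression read as number of fluorescent GFP-positive objects, 20-120 um in size, counted by laser-scanning cytometer. Mouse LDR line with an epigenetically silenced CMV-GFP locus; compound incubation 30 h, 37 C.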
KinaseGlo FLuc: Counterscreen for Luciferase (Kinase-Glo TM) Inhibition | Kinase-Glo luciferase, ATP luminescence, 8 min | Luciferin 4-monooxygenase (Photuris pensylvanica), Q27757 | Potency, µM (doses to about 38.3 µM), for the others: top-dose activity change, negative = inhibition, actives largely listed as inhibitors | 200,000 compounds, 0.28% hits; also: potency is read from the fitted curve at half-maximal effect; % is scaled to controls: 0 for no effect and ±100 for the full control effect; nearly all actives have a fitted effect of over 60% in size
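Compounds were added to a substrate mix at pH 7.2 (50 mM imidazole, 10 uM ATP, within the enzyme's linear range), followed by Kinase-Glo detection reagent; luminescence was measured after 8 minutes at ambient temperature.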
IMPase Li inh: qHTS Assay for Identifying the Cell-Membrane Permeable IMPase Inhibitors: Potentiation with Lithium | CHO-M1 cells, IP1 TR-FRET (IP-One), carbachol + lithium | Potency, µM (doses to about 59.4 µM), for inactives: at the top dose activity, negative = IMPase inhibition, usual class: inhibitors | 210,000 compounds, 0.35% hits | AID 1457, 2008;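 also: IP1 builds up when IMPase is blocked and the TR-FRET signal falls; potency is read from the fitted curve at half-maximal effect; plate controls were basal vehicle for no effect and high inhibitor control for full effect; nearly all actives have a fitted effect of over 50% in size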
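IP1 accumulation measured by competitive TR-FRET in lysed CHO-M1 cells after 30 min compound exposure at 37C, with a small lithium addition to potentiate weak responses. Hill-equation AC50 from ratio and donor-channel data.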
CBFb RUNX1 block: qHTS Assay for Compounds Blocking the Interaction Between CBF-beta and RUNX1 for the Treatment of Acute Myeloid Leukemia | Runt-related transcription factor 1 (Homo sapiens) + Core-binding factor subunit beta … | AID 1477, 2009 | Potency, µM (titrated, usually from 59.8 µM), for inactives: at the top dose activity, negative = inhibition, actives largely listed as inhibitors | AlphaScreen CBFb-His/RUNX1-biotin binding, biochemical | 230,000 tested, under 10 active; also: % of control where 0% means no effect
Target sequence (Q01196 whole entry, looked up): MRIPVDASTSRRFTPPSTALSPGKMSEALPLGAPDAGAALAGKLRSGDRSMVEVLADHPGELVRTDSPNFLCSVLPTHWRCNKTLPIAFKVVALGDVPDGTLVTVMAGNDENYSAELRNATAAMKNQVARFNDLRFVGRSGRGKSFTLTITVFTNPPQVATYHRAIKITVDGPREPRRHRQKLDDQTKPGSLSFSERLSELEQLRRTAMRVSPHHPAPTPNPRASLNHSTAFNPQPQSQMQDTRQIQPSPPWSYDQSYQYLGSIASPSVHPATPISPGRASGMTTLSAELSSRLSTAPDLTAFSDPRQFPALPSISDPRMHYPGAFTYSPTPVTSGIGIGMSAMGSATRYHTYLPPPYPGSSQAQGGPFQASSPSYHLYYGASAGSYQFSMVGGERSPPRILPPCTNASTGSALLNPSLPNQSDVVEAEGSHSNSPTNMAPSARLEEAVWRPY
Target sequence (Q13951 whole entry, looked up): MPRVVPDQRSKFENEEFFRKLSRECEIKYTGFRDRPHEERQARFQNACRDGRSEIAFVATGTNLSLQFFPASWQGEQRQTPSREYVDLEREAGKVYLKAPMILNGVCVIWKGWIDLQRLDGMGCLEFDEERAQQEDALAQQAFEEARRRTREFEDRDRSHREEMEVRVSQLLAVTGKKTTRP
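CBF-beta (His) and RUNX1 (biotin), 30 nM each; 20 min preassociation; + compound, 15 min; + beads 50 ng each (Ni, streptavidin), 90 min; RT; AlphaScreen read.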
HTT aggregate: qHTS Multiplex Assay to Identify Dual Action Probes in a Cell Model of Huntington: Aggregate Formation (GFP). PC12 HttQ103-GFP aggregates, Acumen cytometry, 40 h. Potency, µM (series often up to 46.1 µM), without a hit: at the highest dose activity change, negative = inhibition, most hits filed as inhibitors. 220,000 compounds, 1.1% hits. AID 1688, 2009; also: potency is read from the fitted curve at half-maximal effect; % is scaled to controls: 0 for no effect and ±100 for the full control effect; nearly all actives have a fitted effect of over 60% in size
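PC12/HTTQ103-GFP, ecdysone-inducible; teb 100 nM; cpd qHTS titration; GFP aggregates read on laser cytometer, Ex 488/Em 500-530 nm.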
L3MBTL1 block: qHTS Assay for the Inhibitors of L3MBTL1; Lethal(3)malignant brain tumor-like protein 1 (Homo sapiens), Q9Y468; AlphaScreen L3MBTL1–H3K9me1 peptide binding; Potency, µM (highest dose often 57.1 µM), for inactives: top-dose activity, negative = inhibition, usual class: inhibitors; 230,000 compounds, 0.66% hits; AID 485360, 2010; also: potency is read from the fitted curve at half-maximal effect; % is scaled to controls: 0 for no effect and ±100 for the full control effect; nearly all actives have a fitted effect of over 60% in size
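AlphaScreen proximity signal between nickel-chelate acceptor and streptavidin donor beads (final 10 ug/mL) reports binding of 50 nM L3MBTL1 to 75 nM biotin-H3 K9me1 peptide; complex incubated with compounds 30 min at room temperature; cefsulodin titration as control.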
Active calls of the source: *; ? = inconclusive; · = not tested or not shown; [ ] = another dose, or the depositor's remark. Calls follow the shape of the dose curve; as a rule, active = well fitted curve in the direction sought with a large enough effect; inconclusive = small, poorly fitted or top-dose-only effect, or another doubt; inactive = no such curve, though single readings can be large; an effect the other way counts as inactive or inconclusive.

SMILES,NPSR antagonist,Epigenetic derep,KinaseGlo FLuc,IMPase Li inh,CBFb RUNX1 block,HTT aggregate,L3MBTL1 block
O=C(CNCc1ccco1)Nc1cc(S(=O)(=O)N2CCOCC2)ccc1N1CCCC1,9%,0.0%,·,-2%,-5%,2%,·
CN(C)S(=O)(=O)N1CCc2ccccc2C1,0%[46.1 µM],-7.3%,·,·,6%,15%,3%
CC(C)c1ccc(C2CC(=O)N3CN(Cc4ccco4)CSC3=C2C#N)cc1 (configuration not stated),-18%[46.1 µM],-0.2%,-5%,-4%[38.3 µM],-8%,7%,-10%
Cc1ccccc1C(=O)NNc1ncnc2c1cnn2C,19%,1.8%,1%,-4%,-4%,1%,·
Cc1cccc(N2CCN(c3ccc(NC(=O)/C=C\C(=O)O)cc3)CC2)c1,-7%,-3.8%,7%,1%,-2%,8%[9.22 µM],-17%
COc1ccc(/C=C2/N=C3CCCCCN3C2=O)cc1OC,-7%[46.1 µM],1.2%,-3%,7%,6%,1%,3%
Cn1cnc2c1c(=O)n(CC(O)CO)c(=O)n2C (configuration not stated),2%[46.1 µM],-5.7%,·,·,10%,2%,3%
O=C(C(Cc1ccccc1)NS(=O)(=O)c1cccc2cccnc12)N1CCc2ccccc21 (configuration not stated),?,0.0%,-3%,14%[38.3 µM],2%,-21%,·

As entered above.
L3MBTL1 block result of `Cn1cnc2c1c(=O)n(CC(O)CO)c(=O)n2C` (configuration not stated) is entered as 3%
NPSR antagonist result of `CC(C)c1ccc(C2CC(=O)N3CN(Cc4ccco4)CSC3=C2C#N)cc1` (configuration not stated) is entered as -18%[46.1 µM]

Following part:
SMILES,NPSR antagonist,Epigenetic derep,KinaseGlo FLuc,IMPase Li inh,CBFb RUNX1 block,HTT aggregate,L3MBTL1 block
O=C(/C=C/c1ccccc1)N1CCN(CC(O)COc2ccccc2)CC1 (configuration not stated),-5%[46.1 µM],-0.9%,3%,-7%,14%,11%,5%
CS(=O)(=O)c1ccc2nc(NC(=O)c3ccc(N4C(=O)CCC4=O)cc3)sc2c1,41%[7.67 µM],-1.4%,·,·,10%,5%[9.22 µM],-3%
CCCC(=O)Nc1nc(-c2ccc(Cl)s2)cs1,-15%,-1.2%,-2%,4%,14%,-17%,-14%
CC(C)CCOP(=O)(c1ccc(N(C)C)cc1)C(O)c1ccccc1F (configuration not stated),-22%[46.1 µM],2.7%,2%,18%[38.3 µM],13%,?,0%
COc1ccc(NC(=O)COC(=O)c2ccc(OCc3ccccc3Cl)c(OC)c2)c(OC)c1,-3%,1.3%,1%,3%,-6%,?,-8%
S=C(Nc1ccccc1)Nc1cccc(Br)c1,-1%,-0.8%[10.1 µM],2%,6%,0%,11%[9.22 µM],0%
COC(=O)C(C(=O)OC)N1C(=O)CCC1=O,-6%[46.1 µM],0.9%,-5%,12%[38.3 µM],5%,6%,6%
Cc1nc(SCC(=O)NCc2ccccc2)c2oc3ccccc3c2n1,-13%[46.1 µM],6.7%,-2%,?,0%,-16%,·

(continued)
SMILES,NPSR antagonist,Epigenetic derep,KinaseGlo FLuc,IMPase Li inh,CBFb RUNX1 block,HTT aggregate,L3MBTL1 block
CC1(C)CC=C(O[Si](C)(c2ccccc2)c2ccccc2)CC1,·,0.8%,1%,17%,14%,·,·
Cc1cc(C(F)F)n2ncc(C(=O)O)c2n1,0%[46.1 µM],-0.6%,0%,-26%[38.3 µM],2%,-7%,9%
COc1cc(CC(=O)OCC(=O)c2ccc3c(c2)OCCO3)cc(OC)c1OC,25%[46.1 µM],0.5%,-1%,2%[38.3 µM],-2%,?,·
CN1CCN(C(=O)c2ccc3c(c2)N(Cc2ccc(Cl)cc2)C(=O)c2ccccc2S3=O)CC1 (configuration not stated),-5%,-1.0%,0%,18%,0%,?,2%
Cc1nc(C(F)(F)F)ccc1C(=O)Nc1ccc(C(F)(F)F)cn1,-7%,1.1%,·,·,20%,-5%[9.22 µM],6%
Cc1cc(C)n(-c2ccc(C(=O)Nc3cccnc3)cc2)n1,17%,1.3%,·,·,8%,10%[9.22 µM],9%
COc1cc(Br)c(C(C)NC(=O)c2cccc(Br)c2)cc1OC (configuration not stated),-11%[46.1 µM],-2.1%,-3%,20%[38.3 µM],5%,-17%,2%
COc1cc(NC(=O)CSc2ccc3c(c2)OCCO3)cc(OC)c1OC,3%[46.1 µM],-0.3%,·,·,-6%,4%,-5%

Going on with the list.
SMILES,NPSR antagonist,Epigenetic derep,KinaseGlo FLuc,IMPase Li inh,CBFb RUNX1 block,HTT aggregate,L3MBTL1 block
CC1CCN(c2ccccc2N)CC1,9%[46.1 µM],1.0%,-3%,12%[38.3 µM],-1%,-12%,·
CCC(C)OC(=O)c1[nH]c2c(c1C)C(=O)CC(c1ccc(N(C)C)cc1)C2 (configuration not stated),-21%[46.1 µM],0.0%,-4%,40%[activator][38.3 µM],-2%,?,-8%
COc1ccc(C(=O)Nc2ccc(NC(=O)c3cnccn3)cn2)cc1,-3%[46.1 µM],-1.3%,-1%,-9%[38.3 µM],-5%,-3%,10%
CN(c1ccc(C(=O)NCCSCc2c(F)cccc2Cl)cc1)S(C)(=O)=O,25%,2.3%,-1%,2%,1%,-3%[9.22 µM],2%
CC(=O)OC1=Cc2c(ccc3ccc(=O)oc23)OC1(C)C,1%[46.1 µM],-1.0%,-7%,12%[38.3 µM],0%,22%,·
CC1(C)Cc2c(sc3nc(C4CCCCC4)n(N)c(=O)c23)CO1,28%,-3.2%,·,·,0%,-2%[9.22 µM],-1%
CC(C)C(=O)Nc1ccc(Br)cc1Cl,16%,0.9%,5%,0%,-10%,9%,-14%[11.4 µM]
Cc1ccc(NC(=O)c2ccco2)cc1NC(=O)CSc1nnc(-c2cccs2)n1C,-3%[46.1 µM],0.0%,0%,16%[38.3 µM],7%,-1%,7%

The results go on:
SMILES,NPSR antagonist,Epigenetic derep,KinaseGlo FLuc,IMPase Li inh,CBFb RUNX1 block,HTT aggregate,L3MBTL1 block
CCCCC(CC)CNC(=O)c1[nH]c(C)c(C(C)=O)c1C (configuration not stated),-15%[46.1 µM],0.0%,1%,6%[38.3 µM],-4%,?,-2%
O=C(CSc1ccccn1)Nc1ccc(Cl)cn1,2%,-4.1%,6%,17%,19%,12%,-5%
O=C(COC(=O)COc1ccc2ccccc2c1)NCC(F)(F)F,9%,0.1%,1%,2%,12%,24%,17%
CC[C@@H]1OC(=O)[C@H](C)[C@H](O[C@@H]2C[C@](C)(OC)[C@H](O)[C@H](C)O2)[C@H](C)[C@H](O[C@@H]2O[C@@H](C)C[C@@H](N(C)C)[C@@H]2O)[C@](C)(O)C[C@H](C)[C@@H]2N[C@H](COCCOC)O[C@H]([C@@H]2C)[C@]1(C)O,·,-0.3%[16.9 µM],-1%[17.1 µM],7%,-5%[21.7 µM],·,·
CNS(=O)(=O)c1cccc(C(=O)OCC(=O)c2cc(C)n(-c3ccc4c(c3)OCO4)c2C)c1,-19%[46.1 µM],-4.4%,2%,-12%[38.3 µM],-17%,-12%[9.22 µM],·
CC(NC(=O)C1CCCN1S(=O)(=O)c1cccc2cccnc12)c1ccccc1 (configuration not stated),-13%[46.1 µM],-2.2%,-1%,-10%[38.3 µM],3%,-18%,·
Cc1cc(C)nc(N(C#N)Cc2cccc(Cl)c2)n1,-31%,0.0%,-6%,10%,-2%,·,17%
Cc1cc(C)n2c(SCC(=O)NC3CCCCC3)nnc2n1,6%,-6.1%,1%,-1%,0%,-8%[9.22 µM],-7%

Later entries:
SMILES,NPSR antagonist,Epigenetic derep,KinaseGlo FLuc,IMPase Li inh,CBFb RUNX1 block,HTT aggregate,L3MBTL1 block
O=C(CCSc1ccc(Cl)cc1)NCc1ccncc1,-2%,1.6%,4%,12%,0%,1%,27%
Cc1oc(C(C)(C)C)cc1C(N)=O,-5%,-1.6%,·,·,-4%,9%[9.22 µM],35%[activator]
C=CCSc1nnc2nc3c(nn12)c1cc(C)ccc1n3CC=C,?,-6.9%,-5%,19%[38.3 µM],-17%,-1%[9.22 µM],-16%
CCCn1c(SC2C(=O)CC(C)(C)CC2=O)nc2c1c(=O)n(C)c(=O)n2C,6%[46.1 µM],3.1%,2%,8%[38.3 µM],5%,-3%,7%
Cc1ccc(-c2ccc(SCC(=O)Nc3cc(C)on3)nn2)cc1,-4%,5.2%,-2%,-4%,-8%,22%,2%
C=C(C)C1CC=C(C)/C(=N\NC(=S)Nc2ccc(C)cc2)C1 (configuration not stated),-24%,2.1%,2%,1%,-27%,12%,-10%
CCOC(=O)c1c(C)[nH]c(C(=O)COC(=O)CCS(=O)(=O)c2ccc(C)cc2)c1C,17%,0.0%,3%,6%,-4%,-18%,-2%
O=c1[nH]nc(Cc2ccccn2)c2ccccc12,-8%[46.1 µM],-0.2%,-6%,5%[38.3 µM],-1%,4%,-2%

The listing continues.
SMILES,NPSR antagonist,Epigenetic derep,KinaseGlo FLuc,IMPase Li inh,CBFb RUNX1 block,HTT aggregate,L3MBTL1 block
C/C(O)=C(\N=Nc1cc(C)ccc1O)C(N)=O,9%,6.1%,1%,6%,-9%,13%[9.22 µM],-24%
CCC(C)NC(=O)CN(C)S(=O)(=O)c1ccc2c(c1)c(=O)n(C)c(=O)n2C (configuration not stated),-5%[46.1 µM],-1.0%,5%,0%[38.3 µM],-1%,28%,·
COc1cc([N+](=O)[O-])ccc1NC(=O)/C=C/C(=O)O,12%,6.1%,0%,17%,11%,0%,·
Cn1c(N)c(C(=O)c2cc(-c3ccccn3)nc3ccccc23)c(=O)[nH]c1=O,-3%[46.1 µM],1.5%,8%,4%[38.3 µM],-6%,10%,-2%
CCC(C(=O)O)P(=O)(c1ccc(Cl)cc1)c1ccc(Cl)cc1 (configuration not stated),7%,4.8%,3%,2%,4%,0%[9.22 µM],7%
Cc1cc2nc(-c3ccccn3)c(-c3ccccn3)nc2cc1C,4%,-1.1%,·,·,10%,-11%[9.22 µM],·
C[C@H]1Cc2c(COc3ccccc3)nc3c(c2CO1)CN(C(=O)NCCc1c[nH]c2ccccc12)CC3,·,·,-5%[7.66 µM],-2%,1%[13.1 µM],·,·
COc1ccc(NC(=O)c2csc(Cc3ccc(Cl)cc3)n2)cc1,-3%,-3.6%,0%,10%,?,28%,21%
Cc1cccc(C(C)(C)C)c1OCCOCCN1CCCC1,7%,2.3%,17%,10%,-5%,-10%,-2%
O=C(N/N=C/c1ccc2ncccc2c1)c1cc(-c2cccs2)nc2ccccc12,-17%,11%,·,·,12%,-23%[9.22 µM],·

An excerpt (hit frequency here may not be typical).
